OXTR agonist – human OXTR agonists, primary screen, fluorescence, CHO-OTR cells, Fluo-8 calcium | Oxytocin receptor (Homo sapiens), P30559 | AID 2435, 2010 | activation, % at 3 µM | hit rate 0.32% among 320,000 | Fluo-8 calcium fluorescence; normalized: DMSO 0%, oxytocin 100%;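 active = activation above the mean of all tested compounds plus 3 SD, cutoff set per screening run, cut at about 20% in these data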;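 note: peak over basal fluorescence ratio from a 100 s FLIPR kinetic read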
Target sequence (P30559 whole entry, looked up): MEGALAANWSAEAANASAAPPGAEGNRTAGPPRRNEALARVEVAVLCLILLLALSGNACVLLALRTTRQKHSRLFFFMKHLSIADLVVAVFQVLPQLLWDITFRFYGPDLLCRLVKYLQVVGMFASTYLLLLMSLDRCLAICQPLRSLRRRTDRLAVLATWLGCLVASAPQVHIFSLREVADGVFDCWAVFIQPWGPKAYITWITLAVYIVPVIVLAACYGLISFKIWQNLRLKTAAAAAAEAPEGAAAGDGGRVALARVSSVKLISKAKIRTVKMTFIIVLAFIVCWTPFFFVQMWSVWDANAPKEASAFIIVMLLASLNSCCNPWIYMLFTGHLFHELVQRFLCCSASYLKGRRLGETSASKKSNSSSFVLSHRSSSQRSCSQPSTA
NALP1 yeast inh – NALP1 inflammasome inhibitors in reconstituted yeast, colorimetric, S. cerevisiae, triplicate retest; S. cerevisiae NALP1/ASC/caspase-1 growth, X-gal OD620, 72 h; inhibition, % at 10 µM; hit rate 0.61% among 280,000; AID 2071, 2009; in the data active = inhibition mostly above about 24%, no sharp cut-off; inactive = mostly below about 32%; note: some compounds called inactive have numbers as strong as hits
MEKK2 mut-MEK5 – MEK5 binding signal on mutant MEKK2 PB1, primary screen, biochemical, multiplex bead flow cytometry, Alexa488-MEK5; Alexa488-MEK5 binding to MEKK2 mutant; percent response, % at 10 µM; hit rate 0.35% among 290,000; AID 1530, 2009; in the data active = percent response above about 24%, passing the limit was not always enough; note: inactives centre near 1; some results filed as inactive read as strong as hits
GalR3 antag – GalR3 antagonists in HEK293 cells, primary screen, cell-based, fluorescence readout; Galanin receptor type 3 (Homo sapiens), O60755; HEK293 GalR3-CNG cAMP membrane potential fluorescence; galR3 body fused to GalR1 C-terminus; inhibition, % at 3 µM; hit rate 0.44% among 360,000; AID 651719, 2012;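 active = inhibition above the screen-wide average plus 3 SD, cut at about 13% in these data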;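 note: forskolin and galanin both at EC90 stimulate the cells; cAMP rise reported by CNG channel membrane potential dye signal; 0% = forskolin plus galanin with DMSO and 100% = forskolin alone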
OXTR potentiate – human OXTR potentiators, primary screen, fluorescence, CHO-OTR cells, Fluo-8 calcium. Oxytocin receptor (Homo sapiens), P30559. Fluo-8 calcium fluorescence, potentiator mode; 0% = oxytocin EC15, 100% = EC100. activation, % at 3 µM. hit rate 0.061% among 320,000;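 active = activation above that plate's cutoff, the mean activation of tested compounds plus 3 SD, cut at about 6.6% in these data, passing the limit was not always enough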;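 note: 100% uses oxytocin at 75 nM as the full agonist control; some results filed as inactive read as strong as hits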
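Material: human OTR in CHO cells. Compound: 3.0 µM, one dose. Timing: compound 6 min at room temperature before oxytocin, 100 s read. Evaluation: % activation of max/min ratio relative to oxytocin controls. Replication: single well per compound, singlicate. Signal: Fluo-8 calcium dye fluorescence.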
GPR7 antagonist – GPR7 receptor antagonists, primary screen, cell-based, fluorescence, single concentration; Neuropeptides B/W receptor type 1 (Homo sapiens), P48145; GPR7-expressing cells, fluorescence antagonist assay; AID 1861, 2009; hit rate 1.1% among 290,000; inhibition, % at 4.4 µM; in the data active = inhibition above about 16%, passing the limit was not always enough;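 note: cells stimulated with the agonist NPW; 0% = agonist with vehicle and 100% = vehicle without agonist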
Target sequence (P48145 whole entry, looked up): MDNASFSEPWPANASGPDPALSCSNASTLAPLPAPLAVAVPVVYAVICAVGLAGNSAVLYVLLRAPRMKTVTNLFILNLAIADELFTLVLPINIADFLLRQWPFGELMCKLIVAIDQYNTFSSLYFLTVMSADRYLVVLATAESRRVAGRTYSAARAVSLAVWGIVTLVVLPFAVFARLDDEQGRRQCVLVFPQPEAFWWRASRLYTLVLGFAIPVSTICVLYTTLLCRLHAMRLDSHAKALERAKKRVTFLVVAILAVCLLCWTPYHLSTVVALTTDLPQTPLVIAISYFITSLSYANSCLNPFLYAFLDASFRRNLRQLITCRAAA
MEKK2 WT-MEK5 – modulators of MEK5 binding to wildtype MEKK2, primary screen, biochemical, multiplex bead flow cytometry, Alexa488-MEK5. binding response (% of control), % at 10 µM. hit rate 1.1% among 290,000. Mitogen-activated protein kinase kinase kinase 2 (Homo sapiens), Q9Y2U5. Alexa488-MEK5 binding to MEKK2 WT; actives lie on both sides. AID 1531, 2009; in the data active = binding response below about 67% or above about 130%
PfM18AAP inh – PfM18AAP inhibitors, malaria aminopeptidase, primary screen, biochemical, QFRET, recombinant enzyme. H-Glu-NHMec fluorogenic cleavage. hit rate 1.2% among 290,000. inhibition, % at 7.35 µM. AID 1822, 2009;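 active = inhibition above the campaign mean inhibition over all tested compounds plus 3 SD, cut at about 28% in these data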;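 note: 0% = plate median of test compound wells and 100% = 2 mM ZnCl2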
V1R ag counter – agonists of human V1a receptor, primary screen, counter-screen for OXTR agonist project, fluorescence, CHO-V1R cells; hit rate 0.25% among 320,000; Fluo-8 calcium fluorescence, agonist mode; 0% DMSO, 100% 3 nM vasopressin; activation, % at 3 µM; AID 2797, 2010;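 active = activation above the mean activation of all tested compounds plus 3 SD, per screening run, cut at about 20% in these data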;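 note: signal is peak over basal fluorescence ratio across a 100 second FLIPR read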
The depositor's hits bear a star; . = no result given.

[1] CCN(CC)c1ccc(/C=N/Nc2ccc(C)cc2)c(O)c1
[2] CCOC(=O)c1c(O)c(Cl)c(C)[nH]c1=O
[3] CN(C)CCCn1c(-c2ccccc2)nc(=S)c2c1CCCC2
[4] COc1ccc2nc(SCC(=O)NCc3ccc(OC)c(OC)c3)[nH]c2c1
[5] CC(=O)Nc1ccc(-c2csc(-c3cccnc3)n2)cc1
[6] Cc1ccc(S(=O)(=O)N(C)c2ccc3c(ncn3C)c2[N+](=O)[O-])cc1
[7] CCN(CC)C(=O)C1CCCN(c2ccc([N+](=O)[O-])cc2/C=N/NC(=O)c2ccccc2)C1 (stereo unspecified)
[8] O=C(c1ccc([N+](=O)[O-])cc1[N+](=O)[O-])N1CCc2ccccc21
[9] CCOc1ccc(C(NC(=O)c2ccco2)c2ccc(OC)c(OC)c2)cc1 (stereo unspecified)
[10] CC1(C)Cc2c(c(N3CCOCC3)nc3sc4c(NCc5ccccc5)nnnc4c23)CS1
assay / compound,1,2,3,4,5,6,7,8,9,10
OXTR agonist,-0.1,0.1,1.4,-0.1,0.8,-0.4,-1.8,-0.3,1.0,-0.7
NALP1 yeast inh,36,-2,2,4,2,.,27,-11,-2,-7
MEKK2 mut-MEK5,0,-2,-2,-1,15,.,4,2,-5,3
GalR3 antag,-3,16*,-6,-3,-4,-13,-4,-8,0,-4
OXTR potentiate,-3,-5,4,-5,3,-3,-8,4,-3,-7
GPR7 antagonist,-11,-6,6,2,-2,.,-3,-1,7,-7
MEKK2 WT-MEK5,111,103,98,101,114,.,107,105,93,97
PfM18AAP inh,11,1,-9,4,5,.,-4,-1,-1,0
V1R ag counter,0.6,0.0,1.0,-0.3,0.4,0.6,-0.3,12,0.2,0.6

[11] O=C1c2ccccc2C(=O)N1S(=O)(=O)c1ccccc1
[12] COc1ccccc1OCc1ccc(C(=O)Nc2ccccc2F)cc1
[13] Cc1c(Nc2ccc(C=O)cc2)c(=O)n(-c2ccccc2)n1C
[14] COc1cc2c(cc1OC)CN(C(=O)CCN1C(=O)C3CCCCC3C1=O)CC2 (stereo unspecified)
[15] CCc1nnc(NC(=O)CCN2C(=O)c3ccccc3C2=O)s1
[16] O=C(CCCCCCCC(=O)NCC1CCCO1)NCC1CCCO1 (stereo unspecified)
[17] Cc1ccc[n+](CC(=O)Nc2ccc(N(C)C)cc2)c1
[18] CCCCCCSc1cc(-c2nc3ccc(C)cn3c2NCc2ccccc2)ccc1OC
[19] CCC(C)(C)NC(=O)c1ccc2c(c1)N(CC(=O)N1CCCC1)C(=O)C(C)(C)O2
[20] Cc1ccc(S(=O)(=O)NCc2cccnc2)cc1C
assay / compound,11,12,13,14,15,16,17,18,19,20
OXTR agonist,0.2,-1.2,0.4,0.0,0.1,1.9,0.4,-1.9,-0.1,-0.1
NALP1 yeast inh,-8,14,13,0,9,10,24,.,-4,6
MEKK2 mut-MEK5,-4,15,-15,-8,-3,0,2,.,10,-6
GalR3 antag,-2,5,-3,-8,-4,-2,-4,-8,-7,-3
OXTR potentiate,-2,-5,-1,-8,0,2,-4,-10,3,-2
GPR7 antagonist,-16,-2,-3,0,-10,-10,-3,.,-9,15
MEKK2 WT-MEK5,85,101,60,94,103,91,112,.,101,98
PfM18AAP inh,-2,0,11,-2,-9,4,-10,.,1,3
V1R ag counter,0.4,0.3,1.2,-0.1,0.1,1.2,0.3,-0.8,0.0,1.7

[21] Cc1cccnc1NC(=O)c1ccc(Cl)c(S(=O)(=O)N2CCCCC2)c1
[22] COC(=O)CCC(=O)OC1(C)C(=O)C=C2C=C(C3CC3)N(c3ccccc3)C=C2C1=O (stereo unspecified)
[23] CC1CN(CCC(=O)Nc2ccc3c(c2)OCO3)CC(C)O1 (stereo unspecified)
[24] COc1ccc(CC(CC(=O)O)C(=O)Nc2ccc(OC)cc2)cc1 (stereo unspecified)
[25] CCCCCCCCCCn1ccc(=N)cc1
[26] CCCCCCCCCC[N+](C)(C)CC/C=C1/c2ccccc2Sc2ccc(Cl)cc21
[27] CC(C)[C@H](NC(=O)c1ccccc1)C(=O)OCC(=O)NCCc1ccc(F)cc1
[28] O=C(CCNC(=O)c1ccccc1Cl)NCc1ccco1
[29] CCOC(=O)[C@@H]1[C@H]2COc3cc(OC)ccc3[C@H]2N2C(=O)N(c3ccc(C)cc3)C(=O)[C@]12C
[30] Clc1ccc(-c2ccccc2)nn1
assay / compound,21,22,23,24,25,26,27,28,29,30
OXTR agonist,0.3,0.1,-0.2,1.0,-1.1,31*,-2.0,1.2,0.5,-0.7
NALP1 yeast inh,.,.,-8,-5,30,23,16,.,.,29
MEKK2 mut-MEK5,.,6,4,2,30,147*,0,.,.,2
GalR3 antag,-3,-1,0,-4,97*,.,-1,-5,-4,-3
OXTR potentiate,-12,-9,-2,-6,-2,-13,-1,-3,1,-2
GPR7 antagonist,.,.,-4,-11,23*,21,-4,.,.,-14
MEKK2 WT-MEK5,.,92,101,99,148*,291*,112,.,.,95
PfM18AAP inh,.,.,2,12,-1,6,6,.,.,-15
V1R ag counter,-0.2,-0.1,0.7,0.1,-1.2,37*,0.8,0.6,-0.8,0.7

[31] CCOC(=O)c1oc2ccc(Br)cc2c1NC(=O)CN1CCN(C)CC1
[32] C#CCOc1ccc(C2C3=C(CCCC3=O)N(CC(=O)O)C3=C2C(=O)CCC3)cc1Br
[33] CCOC(=O)CCSc1cc(C)c2ccccc2n1
[34] COCCCn1c(SCC(=O)Nc2oc(C)c3c(C)n[nH]c(=O)c23)nc2ccccc2c1=O
[35] CCOc1ccccc1N1CCN(Cc2c(C)n(C)n(-c3ccccc3)c2=O)CC1
[36] O=C(Nc1cccs1)Nc1c(F)c(F)c(F)c(F)c1F
[37] CC(=O)c1ccc(N2CCN(S(=O)(=O)c3ccccc3)CC2)c(F)c1
[38] COc1ccc(-c2n[nH]c3c2CN(C(=O)c2ccc(OC)c(OC)c2)CC3)cc1
[39] CC1(c2cccc(Br)c2)NC(=O)N(CC(=O)Nc2ccc(S(N)(=O)=O)cc2)C1=O (stereo unspecified)
[40] COc1ccc(S(=O)(=O)NCCc2cn3nc(C)c(C)nc3n2)cc1C
assay / compound,31,32,33,34,35,36,37,38,39,40
OXTR agonist,6.3,1.5,-1.1,-0.2,0.2,14,2.0,0.8,0.6,-0.5
NALP1 yeast inh,23,15,0,.,8,21,-3,-18,6,5
MEKK2 mut-MEK5,12,0,-10,.,-3,-1,-9,4,-3,2
GalR3 antag,-3,-3,-1,-3,.,-5,-2,-6,-3,1
OXTR potentiate,-13,-20,-1,2,0,-17,-21,-13,-2,-2
GPR7 antagonist,7,3,2,.,2,-4,-3,-7,-13,-11
MEKK2 WT-MEK5,105,94,96,.,100,100,90,103,95,101
PfM18AAP inh,4,-4,7,.,-3,3,-2,-3,-2,3
V1R ag counter,2.6,1.2,-0.8,-0.9,0.2,9.4,4.8,3.0,-0.3,1.0

[41] Cc1ccc(C(=O)N/C(=C\c2ccc(-c3cccc([N+](=O)[O-])c3)o2)C(=O)NCCCN2CCOCC2)cc1
[42] CC(C)OC(=O)c1ccc(Cn2nnc3ccccc3c2=O)cc1
[43] Cc1ccc2c(c1)c1c(n2C)-c2[nH]ncc2CC1
[44] CCCN1CCN(CCCNC(=O)Cn2ncc3c4ccccc4n(C)c3c2=O)CC1
[45] COCCn1c(C)cc(C(=O)COc2cccnc2[N+](=O)[O-])c1C
[46] NC(N)=NCCC[C@H](NC(=O)OCc1ccccc1)C(=O)O
[47] CCCc1cc(=O)[nH]c(SCC(=O)c2cc(C)n(CC3CCCO3)c2C)n1 (stereo unspecified)
[48] CCOC(=O)c1cc(-c2ccccc2)nn1CC1CC(c2ccc(OC)cc2)=NO1 (stereo unspecified)
[49] Cc1ccc(C)c2[nH]c(=O)c(CN(CC3CCCO3)S(=O)(=O)c3ccc4c(c3)OCCO4)cc12 (stereo unspecified)
assay / compound,41,42,43,44,45,46,47,48,49
OXTR agonist,-0.8,-0.8,1.7,-0.2,0.5,-0.4,2.6,1.4,1.5
NALP1 yeast inh,23,7,6,16,10,22,.,.,14
MEKK2 mut-MEK5,2,-2,5,-1,-10,6,.,.,3
GalR3 antag,4,-2,-4,-1,1,-10,-9,-7,-7
OXTR potentiate,-5,-18,-7,-4,-3,-5,-2,-9,-2
GPR7 antagonist,-10,-7,-5,-7,-10,-6,.,.,-8
MEKK2 WT-MEK5,113,98,104,104,91,99,.,.,101
PfM18AAP inh,11,1,10,-10,4,-4,.,.,5
V1R ag counter,2.2,0.6,0.2,-0.7,0.5,1.5,1.2,1.1,-0.2

Compounds above containing fluorine, in the order listed:
[12] COc1ccccc1OCc1ccc(C(=O)Nc2ccccc2F)cc1
[27] CC(C)[C@H](NC(=O)c1ccccc1)C(=O)OCC(=O)NCCc1ccc(F)cc1
[36] O=C(Nc1cccs1)Nc1c(F)c(F)c(F)c(F)c1F
[37] CC(=O)c1ccc(N2CCN(S(=O)(=O)c3ccccc3)CC2)c(F)c1
assay / compound,12,27,36,37
OXTR agonist,-1.2,-2.0,14,2.0
NALP1 yeast inh,14,16,21,-3
MEKK2 mut-MEK5,15,0,-1,-9
GalR3 antag,5,-1,-5,-2
OXTR potentiate,-5,-1,-17,-21
GPR7 antagonist,-2,-4,-4,-3
MEKK2 WT-MEK5,101,112,100,90
PfM18AAP inh,0,6,3,-2
V1R ag counter,0.3,0.8,9.4,4.8

Screening data deposited in PubChem BioAssay by several laboratories.
